Bioassay records from PubChem BioAssay.
tim23-1 inh – growth inhibitors of tim23-1 mutant yeast | S. cerevisiae tim23-1 growth, BacTiter-Glo luminescence, 24 h | 330,000 compounds, 1.3% hits | inhibition, % at 20 µM;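 active means growth inhibition of the mutant yeast at or above 50%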;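 further: temperature-sensitive mutant grown at 25 °C; plate controls were DMSO-treated mutant yeast for no effect and medium wells lacking yeast for full effect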
APJ ag – APJ receptor agonism; P35414; CHO-K1 APJ PathHunter beta-arrestin, luminescence; 0% DMSO wells, 100% apelin; activation, % at 20 µM; 330,000 compounds, 0.11% hits; AID 2520;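 active means activation more than six SD over the plate average, tested at 20 µM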;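 further: 0% = DMSO alone and 100% = apelin-13 at 10 nM; some results filed as inactive read as strong as hits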
Target sequence (P35414 whole entry, looked up): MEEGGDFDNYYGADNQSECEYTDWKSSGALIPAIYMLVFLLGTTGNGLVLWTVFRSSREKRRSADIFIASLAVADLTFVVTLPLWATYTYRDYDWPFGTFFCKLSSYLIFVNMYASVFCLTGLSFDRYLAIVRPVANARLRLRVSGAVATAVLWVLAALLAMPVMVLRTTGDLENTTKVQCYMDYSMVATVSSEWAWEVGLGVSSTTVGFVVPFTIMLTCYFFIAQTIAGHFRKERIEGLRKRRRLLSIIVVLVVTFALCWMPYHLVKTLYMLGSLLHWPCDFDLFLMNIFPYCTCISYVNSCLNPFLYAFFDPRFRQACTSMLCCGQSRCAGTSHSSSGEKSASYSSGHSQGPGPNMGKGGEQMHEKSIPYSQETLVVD
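Test system: CHO-K1 APJ beta-arrestin complementation cell line. Amount: cell density 1000 per well. Controls: DMSO negative, 10 nM Apelin-13 positive. Signal: luminescent beta-gal fragment complementation, chemiluminescent substrate. Read-out basis: agonist-driven arrestin binding to APJ. Timing: compound stimulation 90 min at 25 °C, detection 60 min.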
Mdm2 MdmX PPI – human Mdm2/MdmX binding inhibition. SaOS-2 split-luciferase Mdm2/MdmX complementation, luminescence. inhibition, % at 8 µM. 330,000 compounds, 3% hits. AID 485346;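 active means inhibition of at least 50% at 8 µM in the primary screen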
CHOP UPR activ – activators of apoptotic arm of unfolded protein response (CHOP) | CHO-CHOP luciferase reporter, UPR activation, luminescence; percent of tunicamycin response over DMSO baseline | activation, % at 10 µM | 330,000 compounds, 0.34% hits | AID 449763;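 active means at 10 µM dose, activation of 40% or more, normalized to positive control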;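 further: 100% = tunicamycin at 10 µg/mL and 0% = DMSO alone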
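assay system = CHO CHOP reporter cells | amount = 500 CHO-CHOP cells per well | buffer or medium = F12 with 10% FBS | incubation = 16-18 h cell attachment, then 6 h compound exposure, 37 °C | detection = luminescence read with Steady-Glo | read-out = percent activation relative to tunicamycin control | controls = tunicamycin high control, DMSO low control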
UPR XBP1 act – activators of adaptive arm of unfolded protein response (XBP1). CHO-XBP1 luciferase reporter, IRE1-XBP1 UPR activation, luminescence; percent of tunicamycin response, DMSO as zero. activation, % at 20 µM. 330,000 compounds, 0.33% hits. AID 463104;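 active means versus positive control, 20 µM dose yields 30% or more activation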;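 further: 100% = tunicamycin at 10 µg/mL and 0% = DMSO only wells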
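Material: CHO cell line with stable XBP1 luciferase reporter; schedule: 16-18 h cell attachment at 37 °C, then 6 h compound exposure; signal: glow luminescence from Steady-Glo reagent; medium: serum-containing F12 medium, 10% FBS; benchmarks: tunicamycin 10 µg/mL and vehicle-only wells; read-out: percent activation relative to tunicamycin reference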
TIM10 inh – TIM10 yeast growth inhibition; S. cerevisiae TIM10 strain growth, BacTiter-Glo luminescence, 24 h; inhibition, % at 10 µM; 330,000 compounds, 1.4% hits; AID 463195;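 active means inhibition of 40% or more at the single tested concentration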;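 further: wild-type TIM10 isogenic control strain grown at permissive 25 °C; 0% = DMSO yeast wells and 100% = minimal medium wells without yeast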
NR3A LBD binder – modulates the human NR3A ligand-binding domain; AID 1259313; 340,000 compounds, 2.5% hits; NR3A LBD differential scanning fluorimetry, Tm shift; 0% = protein alone, 100% = glycine-bound protein; Tm shift relative to glycine control, % at 25 µM;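 active means melting temperature shift of at least 10% of the positive control shift, at one fixed dose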
NALP3 yeast inh – NALP3 inhibition in yeast; Yeast reconstituted NLRP3/ASC/caspase-1, beta-gal luminescence, 24 h; inhibition, % at 10 µM; 330,000 compounds, 0.39% hits; AID 2825;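 active means inhibition of 50% or more; inactive means inhibition below 50%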;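 further: plate controls were induced DMSO wells for no effect and uninduced yeast grown without galactose for full effect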
tim10-1 inh – tim10-1 yeast growth inhibition. S. cerevisiae tim10-1 ts strain growth, BacTiter-Glo, 24 h. inhibition, % at 20 µM. 330,000 compounds, 2.2% hits. AID 463190;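 active means inhibition of at least 40%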;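 further: mutant grown at 25 °C; 0% = DMSO wells with yeast and 100% = wells holding no yeast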
The depositor's hits bear a star; nt = not tested or not shown.

Every second line gives: tim23-1 inh, APJ ag, Mdm2 MdmX PPI, CHOP UPR activ, UPR XBP1 act, TIM10 inh, NR3A LBD binder, NALP3 yeast inh, tim10-1 inh
> CC(C)N=C(N)N=C(N)Nc1ccc(Cl)cc1
    -13, -4, 27, 3.9, -2, 9, 1, 11, 8
> O=S(=O)(Nc1cccc(-c2ccc3nncn3n2)c1)c1ccccc1F
    1, 1, 0, 1.7, 6, 9, 13*, 13, 9
> COc1ccc(NC(=O)CSc2nnc(Cc3cccn3C)n2-c2ccc(C)cc2)cc1OC
    11, -2, 26, 0.5, -3, -4, 1, 6, 21
> COC(=O)Cn1nnc2c(cnn2-c2ccccc2)c1=O
    13, -1, -20, 0.6, -2, -12, 1, -3, 7
> CCC(C)(C)NC(=O)CN(C(=O)C(=O)Nc1ccc2c(c1)OCCO2)N1CCOCC1
    -2, -1, 8, 0.0, -1, -7, 1, 11, 13
> Cc1nc2sc(C(=O)OCC(=O)N3c4ccccc4CC3C)c(C)c2c(=O)[nH]1 (centres undefined)
    6, -3, 7, 1.3, 7, -11, -1, -16, 9
> O=C(CCN1CCOCC1)NCc1ccccc1
    -3, 1, -4, -1.3, -1, -1, 6, 6, -1
> N/C(=N\OC(=O)COc1ccc2ccccc2c1Br)c1ccncc1
    27, 0, -8, 3.1, 7, 18, nt, 10, -9
> Cc1ccc(SCCC(=O)Nc2ccc(Br)c(C)c2)cc1
    10, -2, 23, -0.6, -1, 17, -2, 15, 10
> Cc1onc(-c2ccccc2Cl)c1C(=O)OCC(=O)N1CCC(C)CC1
    14, 0, -43, 1.0, 0, 2, 9, 11, 2
> COc1ccc(CC(=O)NCc2nnc(SCC(=O)Nc3ccccc3)n2C)cc1
    16, -4, -5, -1.5, 0, 10, -1, -15, 10
> Cc1cccn2c(=O)c3cc(C(=O)N4COCC4(C)C)n(C)c3nc12
    30, 6, -3, 2.4, 2, 17, 0, 10, 27
> O=C(Nc1ccc(NC(=O)C2CCCCC2)cn1)c1ccco1
    17, -2, -29, -3.6, -4, 4, 16*, 11, 6
> CCOC(=O)[C@H]1[C@H]2COc3ccc(Cl)cc3[C@@H]2N2C(=O)c3cc(C)ccc3NC(=O)[C@@]12C
    -10, 2, 34, 2.4, 0, -8, 2, 9, -12
> COC(=O)[C@H](CCSC)NC(=O)Cn1cnc2c(NCc3ccccc3)ncnc21
    23, nt, 35, 3.6, 1, -11, 0, nt, 1
> COc1ccc(S(=O)(=O)c2ccccc2)cc1NS(=O)(=O)c1cccc(C(=O)O)c1
    5, 7, 10, -1.7, 1, 1, -4, 9, -8
> C/C(=N\OCC(=O)Nn1c(C)nc2ccccc2c1=O)c1cccs1
    7, 2, -12, -1.3, -3, 27, 0, 9, 13
> CCOC(=O)CSc1ccc(S(=O)(=O)N(CC)CC)cc1[N+](=O)[O-]
    29, -1, -14, 0.3, -2, 17, 0, 13, 13
> COc1ccc(NC(=O)c2c[nH]n3c(=O)cc(C4CCN(C(=O)OC(C)(C)C)CC4)nc23)cc1Cl
    13, -3, 19, -1.2, -4, 5, 3, -6, 8
> NS(=O)(=O)c1ccc(Cl)cc1[N+](=O)[O-]
    1, 1, -8, -0.7, -3, -9, 9, 22, 4
> Cn1c(=O)n(C)c2cc(C(=O)O)ccc21
    17, -3, -1, 0.2, 0, 6, 1, 8, -3
> O=C(CNC(=S)N(Cc1ccccc1)Cc1cccnc1)NCCc1ccccc1
    20, -2, -11, 2.3, 0, 6, -2, 1, 9
> CCN(CC)CCn1c(=N)n(CC(O)COc2cccc(C)c2)c2ccccc21 (centres undefined)
    -2, -2, 48, -1.3, -2, -16, -2, 11, 14
> COc1ccccc1CC(=O)NNS(=O)(=O)c1cccc([N+](=O)[O-])c1
    10, 1, 17, -0.9, -1, 1, -3, 7, 8
> COc1cccc(CNC(=O)CSc2nnc3c(n2)[nH]c2ccccc23)c1
    7, 1, 15, 0.6, -4, -16, -1, 16, 2
> CSCCC(NC(=O)/C(=C/c1ccco1)NC(=O)c1ccco1)C(=O)O (centres undefined)
    0, -1, 26, -0.4, -1, 12, 0, 22, 1
> O=S(=O)(/N=C(/c1ccccc1)N1CCCCCC1)c1ccccc1
    32, -2, 2, -1.5, 0, -6, 0, -3, 6
> CN(Cc1ccccc1)C(=O)c1[nH]cnc1C(=O)N[C@@H](CCCCNC(=O)OC(C)(C)C)C(=O)OC(C)(C)C
    11, 2, 12, 1.6, -5, 8, -1, 6, 10
> CC(Sc1nnc(-c2ccc(OC(F)F)cc2)n1N)C(=O)NCC1CCCO1 (centres undefined)
    -1, -4, 5, -1.7, -2, 12, -2, 3, -9
> COc1ccc(C(=O)NCC(=O)OCC(=O)NC(=O)c2ccc(C(C)(C)C)cc2)cc1OC
    -3, 0, 13, 2.3, 5, 2, 0, 5, -7
> Cc1cc(C)c(S(=O)(=O)NC2CC(C)(C)NC(C)(C)C2)cc1Br
    6, -3, -14, 3.4, 1, -3, -6, 10, 5
> CCOC(=O)C(=O)Nc1nc(-c2ccc3c(c2)CCN3C(=O)C2CC2)c(C)s1
    21, 1, -4, -1.1, -5, -18, 0, 18, 29
> O=C1N[C@@H](Cc2ccccc2)C(=O)N2[C@@H]1C[C@]1(Br)c3ccccc3N(S(=O)(=O)c3ccccc3)[C@H]21
    26, -5, -15, 1.4, -1, 5, -3, 0, 13
> CCC(=O)N(C(=O)CC)N1CCN(c2ccncc2S(=O)(=O)N2CCCCC2)CC1
    18, -6, 15, -0.8, -1, 6, -4, 6, 15
> O=C(NO)C1CC2C=CC1C2 (centres undefined)
    14, -1, 3, 2.3, 2, 6, 0, 12, -1
> COc1ccc(CC(=O)Nc2cc(C)ccn2)cc1
    10, -2, 18, 0.5, -1, -5, 0, 18, 5
> O=C(Nc1nc(=O)c2ccccc2s1)c1ccc(Cl)cc1
    7, -1, 1, 5.5, 16, -5, 1, 9, 3
> Cc1cc(=O)n2c(ccc3ccccc32)c1C#N
    -3, -1, 10, -0.9, 1, 6, -1, 25, 0
> COc1cccc2sc3cc(C#Cc4ccccn4)ccc3c(=O)c12
    47, 0, -51, 2.1, 4, 29, -4, 21, 3
> Cc1cc(C)n(Cc2nc3ccccc3n2C)n1
    -3, -1, 14, -1.3, -2, -20, 1, -14, 16

10 of these compounds in another layout:
mol	tim23-1 inh	APJ ag	Mdm2 MdmX PPI	CHOP UPR activ	UPR XBP1 act	TIM10 inh	NR3A LBD binder	NALP3 yeast inh	tim10-1 inh
CCN(CC)CCn1c(=N)n(CC(O)COc2cccc(C)c2)c2ccccc21 (centres undefined)	-2	-2	48	-1.3	-2	-16	-2	11	14
COc1ccccc1CC(=O)NNS(=O)(=O)c1cccc([N+](=O)[O-])c1	10	1	17	-0.9	-1	1	-3	7	8
COc1cccc(CNC(=O)CSc2nnc3c(n2)[nH]c2ccccc23)c1	7	1	15	0.6	-4	-16	-1	16	2
CSCCC(NC(=O)/C(=C/c1ccco1)NC(=O)c1ccco1)C(=O)O (centres undefined)	0	-1	26	-0.4	-1	12	0	22	1
O=S(=O)(/N=C(/c1ccccc1)N1CCCCCC1)c1ccccc1	32	-2	2	-1.5	0	-6	0	-3	6
CN(Cc1ccccc1)C(=O)c1[nH]cnc1C(=O)N[C@@H](CCCCNC(=O)OC(C)(C)C)C(=O)OC(C)(C)C	11	2	12	1.6	-5	8	-1	6	10
CC(Sc1nnc(-c2ccc(OC(F)F)cc2)n1N)C(=O)NCC1CCCO1 (centres undefined)	-1	-4	5	-1.7	-2	12	-2	3	-9
COc1ccc(C(=O)NCC(=O)OCC(=O)NC(=O)c2ccc(C(C)(C)C)cc2)cc1OC	-3	0	13	2.3	5	2	0	5	-7
Cc1cc(C)c(S(=O)(=O)NC2CC(C)(C)NC(C)(C)C2)cc1Br	6	-3	-14	3.4	1	-3	-6	10	5
CCOC(=O)C(=O)Nc1nc(-c2ccc3c(c2)CCN3C(=O)C2CC2)c(C)s1	21	1	-4	-1.1	-5	-18	0	18	29

(more compounds)
Every second line gives: tim23-1 inh, APJ ag, Mdm2 MdmX PPI, CHOP UPR activ, UPR XBP1 act, TIM10 inh, NR3A LBD binder, NALP3 yeast inh, tim10-1 inh
> O=C([C@H](Cc1ccccc1)NS(=O)(=O)c1ccc(Cl)cc1)N1CC[C@@]2(O)CCCC[C@H]2C1
    23, 1, 25, -0.1, -7, 10, 5, 6, 24
> O=C(NCc1cccnc1)NC(=O)c1ccc(Cl)cc1
    12, -7, 24, -1.3, -3, 10, -21, 11, -3
> CCOc1ccc(N(C(C)C(=O)NC(C)CC)S(C)(=O)=O)cc1 (centres undefined)
    8, -2, 12, -1.8, -3, -14, -1, 0, 17
> Cc1ccc(CSCC(=O)Nc2ccccc2)cc1
    24, 2, -9, -1.2, -1, 9, 1, 22, 25
> O=C(NCCc1ccncc1)c1ccccc1F
    -2, -3, 2, -0.9, 4, 11, 0, 5, 10
> CCOC(=O)CCNC(=O)N1CCCC(CNS(=O)(=O)c2cccs2)C1 (centres undefined)
    3, -1, 13, 3.0, -3, 0, -1, 13, -4
> CCN(CC)C(=O)c1[nH]cnc1C(=O)N[C@@H](CC(C)C)C(=O)OCc1ccccc1
    21, -3, 8, -1.6, 1, 13, -2, 6, 10

Retrieved one by one from the entries so far:
Every second line gives: tim23-1 inh, APJ ag, Mdm2 MdmX PPI, CHOP UPR activ, UPR XBP1 act, TIM10 inh, NR3A LBD binder, NALP3 yeast inh, tim10-1 inh
> CCN(CC)C(=O)c1[nH]cnc1C(=O)N[C@@H](CC(C)C)C(=O)OCc1ccccc1
    21, -3, 8, -1.6, 1, 13, -2, 6, 10
> CCOc1ccc(N(C(C)C(=O)NC(C)CC)S(C)(=O)=O)cc1 (centres undefined)
    8, -2, 12, -1.8, -3, -14, -1, 0, 17

Outcome played no part in choosing rows; overall some 8.2% were active at least once.
